Apoferritin bind = binds horse apoferritin like a general anesthetic; P02791; apoferritin/1-aminoanthracene competitive binding, fluorescence; Potency, µM (highest dose often 77.5 µM), for the others: at the highest dose activity change, negative = displacement, hits mostly inhibitors; actives 0.074% (n = 350,000); AID 485281; also: potency is read from the fitted curve at half-maximal effect; % is scaled to controls: 0 for no effect and ±100 for the full control effect; nearly all actives have a fitted effect of over 20% in size
Target sequence (P02791 2-175 limits assumed): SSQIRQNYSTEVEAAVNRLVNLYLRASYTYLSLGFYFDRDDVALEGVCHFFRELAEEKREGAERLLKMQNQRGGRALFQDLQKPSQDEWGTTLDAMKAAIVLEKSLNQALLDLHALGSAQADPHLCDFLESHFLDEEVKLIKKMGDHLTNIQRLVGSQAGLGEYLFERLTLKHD
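Steps: apoferritin (10 uM) was premixed with half-saturated 1-AMA in PBS, compounds were pin-transferred, plates stood 10 min at room temperature, fluorescence was read at 380/535 nm, and curves were fitted with a Hill equation.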
D1 antagonist = blocks dopamine activation of the human D1 receptor. HEK293 TREx D1 cells, calcium flux, dopamine EC80; stronger effect = lower value. activity change, negative = inhibition, % at 10 µM. actives 3.2% (n = 360,000). AID 504652; in the data active = activity change below about -30%; also: % is scaled to controls: 0 for no effect and ±100 for the full control effect
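Using tetracycline-induced force-coupled D1 Hek293 cells and a calcium dye, signals were followed for 180 s after compound, then for 180 s after EC80 dopamine, to detect inhibitors.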
TRHR enhancer = TRH receptor (human) allosteric enhancement. P34981. AID 493056. TRHR cells, fluo-8 calcium fluorescence, EC20 TRH enhancement. actives 0.66% (n = 360,000). enhancement, % at 2 µM; in the data active = enhancement above about 30%; also: 0% is about no effect
Target sequence (P34981 whole entry, looked up): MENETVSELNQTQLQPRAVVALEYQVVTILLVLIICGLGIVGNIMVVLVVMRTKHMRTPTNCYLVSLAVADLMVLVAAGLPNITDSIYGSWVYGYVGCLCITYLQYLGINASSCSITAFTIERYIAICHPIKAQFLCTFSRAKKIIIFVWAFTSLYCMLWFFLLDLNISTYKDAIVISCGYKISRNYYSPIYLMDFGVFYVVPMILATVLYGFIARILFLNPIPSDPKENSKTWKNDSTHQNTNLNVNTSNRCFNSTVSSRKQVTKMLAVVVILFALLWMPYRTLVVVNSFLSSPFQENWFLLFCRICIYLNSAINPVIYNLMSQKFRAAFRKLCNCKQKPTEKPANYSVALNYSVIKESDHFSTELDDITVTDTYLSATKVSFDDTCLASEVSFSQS
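Enhancer read-out: after compound pinning and an initial kinetic agonist-mode read, an EC20 of TRH (10 nM final) was injected and fluo-8 calcium signal (Ex 480/Em 530) followed at 1 s/cycle for 100 cycles in TRHR-expressing cells.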
RXFP1 antag = antagonists of human relaxin receptor RXFP1 | HEK293-RXFP1, relaxin-stimulated cAMP HTRF, 30 min; stronger effect = lower value | activity change, negative = inhibition, % at 57.5 µM | actives 0.59% (n = 350,000);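 active = activity change of -60% or lower, but not beyond a set lower limit; inconclusive = change between -60% and -40%, or beyond the set limit; inactive = change above -40%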; also: % is scaled to controls: 0 for no effect and ±100 for the full control effect
RXFP1 agonist = RXFP1 (human) receptor agonism | HEK293T-RXFP1 cAMP TR-FRET, 30 min; response scale: percent of porcine relaxin response, buffer zero | Potency, µM (highest dose often 57.5 µM), for inactives: top-dose activation, most hits filed as activators | actives 0.3% (n = 370,000); also: potency is read from the fitted curve at half-maximal effect; % is scaled to controls: 0 for no effect and ±100 for the full control effect; nearly all actives have a fitted effect of over 60% in size; many of its hits are not listed in these tables
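cAMP rise read by TR-FRET after 30 min, 37C compound exposure (up to 58 uM) in RXFP1-transfected HEK293 cells with Ro 20174 present. EC50 from Hill-equation fits, with 29 nM porcine relaxin as 100% and buffer as basal.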
D2 PAM = positively modulates the human D2 dopamine receptor allosterically. AID 485347. HEK293 T-REx D2, calcium flux, EC20 dopamine potentiation. P14416. actives 0.34% (n = 340,000). potentiation, % at 10 µM;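 active = potentiation over 3 SD above the plate norm, cut at about 30% in these data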; also: 0% is about no effect
Target sequence (P14416 whole entry, looked up): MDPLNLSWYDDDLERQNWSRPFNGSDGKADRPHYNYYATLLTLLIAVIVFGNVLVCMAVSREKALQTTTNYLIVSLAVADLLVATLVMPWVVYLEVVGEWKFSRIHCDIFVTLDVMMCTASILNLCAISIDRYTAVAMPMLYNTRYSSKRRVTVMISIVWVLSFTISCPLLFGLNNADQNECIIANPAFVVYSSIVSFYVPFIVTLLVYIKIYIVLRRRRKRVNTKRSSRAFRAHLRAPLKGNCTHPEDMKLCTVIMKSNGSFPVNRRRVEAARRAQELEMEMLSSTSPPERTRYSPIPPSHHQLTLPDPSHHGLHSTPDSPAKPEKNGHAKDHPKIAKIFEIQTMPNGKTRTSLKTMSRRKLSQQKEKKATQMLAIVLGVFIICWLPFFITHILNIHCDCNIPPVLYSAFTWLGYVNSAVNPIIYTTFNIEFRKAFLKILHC
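Potentiation of an EC20 dopamine calcium response is measured in a force-coupled, tetracycline-inducible Hek293 Trex D2 line. Compound-only kinetic reads over 180 s flag agonists before dopamine addition.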
D1 potentiator = enhances dopamine response at the human D1 receptor. P21728. HEK293 TREx D1 cells, calcium flux, dopamine EC20 potentiation. potentiation, % at 10 µM. actives 0.036% (n = 360,000). AID 504651; in the data active = potentiation above about 30%; also: 0% is about no effect
D1 agonist = activates the human D1 dopamine receptor | activation, % at 2 µM | HEK293 T-REx D1 cells, calcium flux, agonist mode | P21728 | actives 1% (n = 360,000) | AID 504660; in the data active = activation above about 30%; also: 0% is about no effect
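Tetracycline-induced HEK293 TREx D1 cells, force-coupled to calcium signalling, were dye-loaded with a no-wash calcium kit. Compound was pin-added after a 10 s baseline. Fluorescence was read kinetically at 1 cycle/s for 180 s, with calcium rises flagged as agonism.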
TRHR ag = TRH receptor (human) agonism. TRHR cells, calcium flux fluo-8, FDSS agonist mode. actives 0.18% (n = 360,000). P34981. activation, % at 2 µM; in the data active = activation above about 30%; also: 0% is about no effect
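TRHR-expressing cells, plated overnight in medium with 10% serum, were loaded with fluo-8 calcium dye at room temperature. After a 10 s baseline, library compound was pin-added and calcium release was recorded kinetically (ex 480/em 530) as agonist response.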
Active calls of the source: *; ? = inconclusive; nt = not tested or not shown; [ ] = dose if it differs, or a comment. Unless noted, calls follow the shape of the dose curve; as a rule, active = well fitted curve in the direction sought with a large enough effect; inconclusive = small, poorly fitted or top-dose-only effect, or another doubt; inactive = no such curve, though single readings can be large; an effect the other way counts as inactive or inconclusive. An excerpt; count on the stated rates, not on these rows.

SMILES	Apoferritin bind	D1 antagonist	TRHR enhancer	RXFP1 antag	RXFP1 agonist	D2 PAM	D1 potentiator	D1 agonist	TRHR ag
CN(CCC1CCOCC1)C(=O)CC1C(=O)NCCN1Cc1c(F)cccc1Cl (stereo unspecified)	-1%	-52*	-1	-11	11%	-4	-3	11	0.6
CCN(CC)C(=O)COc1ccc(C=O)cc1OC	-7%	9	3	-4	2.5%	-2	5	-1	-0.1
COc1ccc(N2C(S)=C(C#N)C(=O)NC2c2ccco2)cc1 (stereo unspecified)	-2%	-18	0	1	0.3%	-20	-1	2	-0.2
COc1cc(/C=N\NC(=O)CNC(=O)C2COc3ccccc3O2)ccc1O (stereo unspecified)	?	15	8	1	-1.5%	2	-10	4	-0.3
COc1cc(/C=C2\C(=O)ON=C2c2ccccc2)cc(Br)c1O	-1%	-11	-2	-4	0.6%	3	4	4	2.9
Cc1cccc(-n2c(CNC(=O)Cc3ccccc3)n[nH]c2=S)c1	-5%	1	3	-11	2.1%	10	7	1	0.4
CCCS(=O)(=O)N1CCCC(C(=O)NCc2cccnc2)C1 (stereo unspecified)	-8%	5	1	2	-1.4%	-3	10	3	0.0
O=C(Nc1ccc(Cl)c(Cl)c1)N1CCC(N2CCCCC2)CC1	-7%	-13	9	-4	3.4%	-4	-8	13	1.8
Oc1ccc(NC(=S)N=Nc2c(O)[nH]c3ccccc23)cc1	?	-18	1	-27	-0.2%	0	0	1	-0.7
COc1ccccc1NC(=S)NC(C)C(c1cccs1)N1CCOCC1 (stereo unspecified)	-10%	-6	-3	-1	-0.3%	-8	-2	0	-0.6
Clc1ccc(-c2nnc(-c3ccccc3)c(-c3ccccc3)n2)cc1	-2%	-8	2	?	-1.3%	0	14	4	-0.1
CCc1nc2sc3ccccc3c(=O)c2c(=O)n1CCOC	-11%	-7	7	-8	1.8%	5	-5	-1	0.7
O=C(CCCN1C(=O)C2CC=CCC2C1=O)Nc1ccccc1Cl (stereo unspecified)	-9%	11	5	7	-2.3%	9	3	3	-0.2
OCc1ncc(-c2ccccc2)s1	-7%	-21	7	-15	0.0%	-2	0	2	1.1
Cc1ccc(S(=O)(=O)NCCC(=O)NC2CCCC2)cc1	-9%	-5	3	-3	3.0%	0	1	1	-0.2
S=c1[nH]nc(-c2n[nH]c3c2CCC3)n1/N=C/C=C/c1ccccc1	-3%	-2	-5	-23	1.9%	-16	-2	1	-0.6
O=C(Nc1ccccc1C(=O)NCCCN1CCOCC1)c1ccccc1	-6%	4	21	4	2.2%	nt	0	1	0.3
COCCN1C=C2C(=O)C(C)(OC(=O)C3CCCC3)C(=O)C=C2C=C1c1ccsc1 (stereo unspecified)	-15%	15	-3	nt	0.3%	7	4	0	-0.2
Cc1ccc2c(cnn2C(=O)CCC(=O)NC2CCCCC2)c1	-12%	2	-5	-4	3.8%	-7	-7	0	-0.5
CC(C)CN(CC(C)C)C(=O)COn1nnc2ccc(S(=O)(=O)N3CCOCC3)cc21	nt	-1	-12	2	2.2%	-7	-3	7	1.3
CC1=C(C)CC(C(=O)NCCCN2CCCC2=O)C(C(=O)O)C1 (stereo unspecified)	-4%	-5	-8	2	2.3%	-7	-6	1	0.3
C/C(=N\NC(=O)c1ccc([N+](=O)[O-])c(C)c1)c1ccccc1Cl	-1%	-5	2	-5	1.7%	4	-1	1	-1.9
CCOc1cc(C=O)ccc1OCCn1c([N+](=O)[O-])cnc1C	-5%	1	3	-1	3.5%	-5	nt	9	1.0
COc1ccccc1CC(NC(C)=O)C(=O)NC1CCN(C(=O)Nc2cccc(F)c2)CC1 (stereo unspecified)	6%	1	-1	-7	-1.7%	4	-5	3	0.0
COCCN(C(=O)CSc1n[nH]c(-c2ccccc2)n1)c1c(N)n(CC(C)C)c(=O)[nH]c1=O	nt	9	1	-1	0.0%	0	-4	1	-0.1
CCOC(=O)Cc1csc(SCC(=O)Nc2ccc3[nH]c(=O)[nH]c3c2)n1	nt	15	0	3	0.8%	4	0	3	-0.4
OCCCn1c(-c2ccccc2)n[nH]c1=S	-4%	22	3	-11	2.3%	-2	5	-2	0.6
CC(C)Cc1nnc(NC(=O)C2=COCCO2)s1	nt	17	-2	2	0.0%	2	-2	2	1.0
Cc1cc(F)ccc1N1CCC(N2CCN(CCC(C)C)C(CCO)C2)CC1 (stereo unspecified)	-12%	-7	6	-26	-1.8%	-22	-9	7	0.2
CCc1c(C)sc2c1CCN(Cc1ccccc1F)C2c1ccccc1 (stereo unspecified)	-1%	-4	5	-20	3.5%	0	0	4	0.3
COc1ccc(C2N=C(c3ccccc3)NC(c3ccccc3)=N2)cc1	-5%	4	0	-2	1.9%	-2	-3	4	0.3
COc1ccc(CCNC(=O)C2CCCN2C(=O)Nc2cccc(OC)c2)cc1 (stereo unspecified)	-18%	-2	4	-6	-1.3%	-8	2	2	-1.9
COCCNCc1ccccc1[N+](=O)[O-]	nt	11	-5	nt	0.3%	3	-6	0	0.3
O=C(CCN1C(=O)C2C3CC(C(Br)C3Br)C2C1=O)OCC(=O)c1cccc([N+](=O)[O-])c1 (stereo unspecified)	-1%	20	-2	-11	0.6%	-14	1	1	1.2
CCSc1nnc([C@H](Cc2ccccc2)NC(=O)OC(C)(C)C)o1	-22%	nt	-4	9	4.5%	-1	-1	1	-0.8
CN(C)C(=O)C1Cc2ccccc2CN1S(=O)(=O)c1ccc(F)cc1 (stereo unspecified)	-3%	-5	1	13	-1.6%	10	-5	-2	0.5
COc1ccc(COC(=O)c2ccc(Br)c(S(=O)(=O)N3CCOCC3)c2)cc1F	nt	31	7	4	0.0%	20	3	-1	-0.6
CC1=C(C(=O)Nc2ccccc2Cl)C(c2cccs2)n2ncnc2N1 (stereo unspecified)	99%[activator]	4	10	nt	-1.2%	5	0	-2	0.0
COc1ccc(-c2coc3cc(OC(=O)N4CCOCC4)ccc3c2=O)cc1	3%	-24	-6	-5	-1.3%	18	-3	10	1.0
Cn1c(=O)c2c(ncn2CC(=O)N/N=C/C(Br)=C/c2ccccc2)n(C)c1=O	-8%	0	-2	-12	0.9%	-8	-2	1	0.2
CC(C)c1ccc(NC(=O)C2CCCN(S(=O)(=O)c3cccc4nonc34)C2)cc1 (stereo unspecified)	-3%	-6	4	nt	3.9%	1	2	0	0.1
COC(=O)CCC(=O)OC1(C)C(=O)C=C2C=C(C3CC3)N(C3CCCC3)C=C2C1=O (stereo unspecified)	0%	-16	-8	nt	0.2%	4	-6	3	1.5
Cn1c(N2CCN(C(=O)NC34CC5CC(CC(C5)C3)C4)CC2)nc2ccccc21	-2%	-2	-1	2	0.0%	3	-4	1	-0.2
COc1cccc(Cn2nc(C(=O)O)c3ccccc3c2=O)c1	?	6	-12	-9	2.3%	4	6	1	-1.3
COc1cccc(NC(=O)N2CCC(NC(=O)C(Cc3ccccc3OC)NC(C)=O)CC2)c1 (stereo unspecified)	-1%	-3	-4	0	-0.8%	1	3	0	1.2

Reprinted from the part before: four compounds, followed by the next part.
SMILES	Apoferritin bind	D1 antagonist	TRHR enhancer	RXFP1 antag	RXFP1 agonist	D2 PAM	D1 potentiator	D1 agonist	TRHR ag
COC(=O)CCC(=O)OC1(C)C(=O)C=C2C=C(C3CC3)N(C3CCCC3)C=C2C1=O (stereo unspecified)	0%	-16	-8	nt	0.2%	4	-6	3	1.5
Cn1c(N2CCN(C(=O)NC34CC5CC(CC(C5)C3)C4)CC2)nc2ccccc21	-2%	-2	-1	2	0.0%	3	-4	1	-0.2
COc1cccc(Cn2nc(C(=O)O)c3ccccc3c2=O)c1	?	6	-12	-9	2.3%	4	6	1	-1.3
COc1cccc(NC(=O)N2CCC(NC(=O)C(Cc3ccccc3OC)NC(C)=O)CC2)c1 (stereo unspecified)	-1%	-3	-4	0	-0.8%	1	3	0	1.2
CC1(C)CC2CC(C)(CN2S(=O)(=O)c2ccc(N)cc2)C1 (stereo unspecified)	-20%	-15	3	-2	1.5%	-6	0	1	0.3
O=C(Nc1ccc2ccccc2n1)c1ccccc1Cl	8%	7	5	2	0.0%	15	-7	4	-1.2
Cc1ccc(C(C)C)c(OCCCN2CCc3ccccc3C2)c1	-14%	35	2	-18	0.4%	-29	-5	-1	-0.3
Cc1cccc(OCC(=O)Nc2ccc(C(=O)NCc3cccnc3)cc2)c1	-12%	-15	0	nt	0.0%	1	-2	7	0.3
Cc1ccc2[nH]c(=O)c(CNS(=O)(=O)c3ccccc3)c(-c3ccccc3)c2c1	-2%	23	4	-9	0.4%	2	17	3	0.3
O/N=C/c1ccc(OCc2ccccc2F)c(Cl)c1	?	5	5	22	6.1%	4	-1	8	-0.7
Cc1ccc2oc(=O)c3cc(C(=O)NCCc4ccc(Cl)cc4)sc3c2c1	-4%	3	3	nt	1.8%	1	2	2	0.1
COc1ccc(Nc2nc3ccccc3s2)cc1	-23%	-38*	-11	1	1.5%	-4	5	0	0.7
O=C(NCc1cccnc1)c1ccc(S(=O)(=O)Nc2ccccc2)cc1	nt	4	6	8	0.6%	6	5	4	0.1
CC1CCCC(C)N1/N=C/c1ccc(Cl)cc1 (stereo unspecified)	-6%	-5	-8	3	4.1%	3	2	-1	-1.1
CCN(CC)C(=O)COc1ccc2c3c(c(=O)oc2c1)CCCC3	-14%	61	1	-5	0.2%	0	-8	0	-0.5
CCCCCNS(=O)(=O)c1cc2c3c(c1)CCC(=O)N3CCC2	-11%	-30*	9	-15	-0.7%	5	-10	15	-0.3
CNS(=O)(=O)c1cnccc1N1CCN(c2cccc(C)c2)CC1	-13%	-13	-3	-2	-0.3%	13	-2	2	0.0
COc1ccc(S(=O)(=O)N2CCC(C(=O)Nc3ccc(F)cc3)CC2)c2cccnc12	-8%	-2	1	-13	-0.9%	-4	-1	0	-0.4
CCCNC(=O)Cn1c(=O)oc2cc(S(=O)(=O)N3CC(C)CC(C)C3)ccc21 (stereo unspecified)	-12%	-10	-1	9	0.2%	-7	-8	0	-0.6
CCc1nn(CCCC(=O)N2CCN(c3cccc(C)c3C)CC2)c(=O)c2cc3occc3n12	5%	5	-13	5	3.3%	6	-1	-1	-0.8
O=C(CCC(=O)Nc1ccccc1Cl)N/N=C1\CCCc2ccccc21	-9%	-4	-4	5	0.2%	-10	-3	5	-0.2
